Nrf2 block: blocks Nrf2 signaling; A549 ARE-Fluc reporter, luciferase luminescence, 18-24 h; Potency, µM (top dose mostly 46 µM), inactives show at the top dose activity change, negative = inhibition, most hits filed as inhibitors; 360,000 compounds, 2.1% hits; AID 504444; also: potency is read from the fitted curve at half-maximal effect; % is scaled to controls: 0 for no effect and ±100 for the full control effect; nearly all actives have a fitted effect of over 60% in size
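A549 ARE_Fluc cells (5000/well, 5% FBS OPTI-MEM) pre-incubated 2 h, then treated with compounds 18-24 h at 37C/5% CO2 in concentration-response. CellTiter-Fluor viability read first; BugLite luciferase luminescence after 15 min at room temperature gives Nrf2 activity.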
S2 tox: reduces viability in counter-screen for ATXN expression inhibitors. S2 cells (HEK-293 line with an ATXN2-luciferase reporter) viability, CellTiter-Fluor protease fluorescence, 24 h. AID 651635. Potency, µM (highest dose often 56.7 µM), hits mostly cytotoxic. 400,000 compounds, 0.49% hits; also: potency is read from the fitted curve at half-maximal effect; nearly all actives have a fitted effect of over 40% in size
Akt phos inh: inhibitors of Akt phosphorylation; activity change, % for hits at 50 µM; Neuro2A IGF-stimulated pAkt S473 HTRF, 20 min; hits give low values; 360,000 compounds, 0.32% hits; in the data active = activity change below about -80%; inconclusive = mostly about -51% to -80%; also: % is scaled to controls: 0 for no effect and ±100 for the full control effect
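Neuro2A cells (4,500/well, DMEM with 0.5% FBS) were treated with compound at a single 50 µM final concentration, stimulated with 6 nM IGF for 20 min at 37 °C, and lysed. Phospho-Akt Ser473 was read by HTRF as 665/615 ratio ×10^4.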
HepG2 tox: HepG2 cytotoxicity, counter-screen for TGF-b inhibitors; HepG2 CAGA-GFP viability, ATP luminescence, 18 h; Potency, µM (series often up to 46.1 µM), for inactives: at the top dose activity change, negative = cytotoxicity, usual class: cytotoxic; 410,000 compounds, 0.76% hits; also: potency is read from the fitted curve at half-maximal effect; some results filed as inactive show a strong effect at the top dose
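HepG2 CAGA-GFP cells (1000/well, DMEM with 1% FBS) received compound, then TGF-beta at 500 pg/mL final, and were incubated 18 hours at 37 degrees C. Viability was read by CellTiter-Glo luminescence. Media-only wells were set as complete cell-killing and DMSO as no toxicity.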
Nrf2 activator: activators of Nrf2 (ARE) signaling. AREc32 ARE-luciferase reporter (MCF7-derived line), luminescence, 24 h. Potency, µM (highest dose often 46.1 µM), inactives show at the highest dose activation, hits mostly activators. 410,000 compounds, 0.31% hits. AID 624171; also: potency is read from the fitted curve at half-maximal effect; % of control where 0% means no effect; nearly all actives have a fitted effect of over 65% in size
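Luminescent ARE reporter assay in AREc32_Fluc cells: overnight plating at 37 deg C, 24 hr compound incubation, Steady-Glo added, 30 min RT before reading.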
A549 viability: A549 cytotoxicity, counter-screen for Nrf2 inhibitors; A549 ARE-Fluc cells, CellTiter-Fluor viability, 18-24 h; Potency, µM (doses to about 46 µM), for the others: at the highest dose activity change, negative = cytotoxicity, most hits filed as inhibitors; AID 504648; 390,000 compounds, 0.16% hits; also: potency is read from the fitted curve at half-maximal effect; % is scaled to controls: 0 for no effect and ±100 for the full control effect
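A549 ARE_Fluc cells in 5% FBS OPTI-MEM were exposed to compounds in concentration-response for 18-24 h at 37 deg C. Viability was read by CellTiter-Fluor fluorescence (Ex 405/Em 525) after 30 min, before the luciferase read.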
Mm-Cpn inhibitor: inhibitors of Methanococcus maripaludis chaperonin (MmCpn); Potency, µM (doses to about 76.9 µM), for the others: at the highest dose activity, negative = inhibition, usual class: inhibitors; purified Mm-Cpn ATPase, ADP Transcreener TR-FRET; 330,000 compounds, 0.031% hits; AID 504842; also: potency is read from the fitted curve at half-maximal effect; % is scaled to controls: 0 for no effect and ±100 for the full control effect; nearly all actives have a fitted effect of over 80% in size
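TR-FRET (320 nm excitation; 590 and 665 nm emission) reports ADP made from 10 uM ATP by 25 nM enzyme; compounds were preincubated 10 min, reaction run 30 min, both at 37°C.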
CCT chaperon mod: changes cytosolic chaperonin activity; purified chaperonin ATPase assay, HTRF ADP detection, 30 min; activity change, % (no concentration beside the values), hits read low; 360,000 compounds, 0.3% hits; in the data active = activity change below about -30%; also: % is scaled to controls: 0 for no effect and ±100 for the full control effect
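We incubate TRiC, 40 or 20 nM final, with library compounds at 76 uM and 10 uM ATP for 30 min at 37 °C. ADP formed is detected with Transcreener HTRF reagents after 30 min at room temperature.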
TGFb inhibitor: inhibitors of TGF-b signaling; HepG2 CAGA-GFP TGF-b/SMAD3 reporter, GFP fluorescence, 18 h; TGF-beta stimulated, 500 pg/mL final; Potency, µM (series often up to 46.1 µM), inactives show top-dose activity, negative = inhibition, actives largely listed as inhibitors; 410,000 compounds, 1.2% hits; also: potency is read from the fitted curve at half-maximal effect; % is scaled to controls: 0 for no effect and ±100 for the full control effect; nearly all actives have a fitted effect of over 65% in size
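HEPG2 CAGA-GFP cells (1000/well, DMEM with 1% FBS) were pre-incubated 2 h at 37 degrees C, given compound by pin tool, then stimulated with TGF-beta at 500 pg/mL final for 18 h before per-cell GFP fluorescence imaging.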
* marks the source's active call; other numbers are inactive results; i = inactive; ? = inconclusive; · = no result given; [ ] = dose if it differs, or a comment. Unless noted, calls follow the shape of the dose curve; as a rule, active = well fitted curve in the direction sought with a large enough effect; inconclusive = small, poorly fitted or top-dose-only effect, or another doubt; inactive = no such curve, though single readings can be large; an effect the other way counts as inactive or inconclusive. Outcome played no part in choosing rows; about 4.4% have a hit in one of these screens.

compound	CCT chaperon mod	HepG2 tox	Akt phos inh	A549 viability	Nrf2 block	Mm-Cpn inhibitor	Nrf2 activator	TGFb inhibitor	S2 tox
COc1ccc(OC)c(NC2=C(c3ccccc3)C(=O)c3ccccc32)c1	·	-19.8%	·	-18.6%	12.4%	·	-0.5%	-35.5%	·
COc1ccc(C2CC(c3cccs3)=Nc3ccccc3S2)cc1 (stereo not drawn)	-1.1	-17.1%	i	9.6%	18.7%	-12.4%	17.0%	-2.2%	i
COc1ccc2cc1Oc1ccc(cc1)CC1c3c(cc(OC)c4c3Oc3cc5c(cc3O4)CCNC5C2)CCN1C (stereo not drawn)	-1.6	-103.2%	i	?	?	-0.5%	-0.2%	10µM*	8.44µM*
CC(NC(=O)/C(C#N)=C/c1ccc(C(=O)O)cc1)c1ccccc1 (stereo not drawn)	-0.9	0.6%	i	-10.9%	-25.0%	-1.7%	3.2%	6.1%	i
CCOc1ccc(CC(=O)Nc2c(C(=O)c3ccc(C)cc3)oc3ccccc23)cc1OCC	·	11.9%	·	-8.2%	?	·	-0.3%	14.4%	i
COc1ccc(C(=O)Oc2cccc(/C=N/NC(N)=S)c2)cc1	1.2	-16.1%	i	4.8%	?	4.0%	9.6%	8.9%	i
Cc1ccc(-n2c(C)csc2=N)cc1	-1.0	-0.9%	i	23.0%	·	1.1%	4.9%	-0.7%	i
COC(=O)C1(C)CCCC2(C)C1CCC13OCC(CC21)C(O)(C(C)C)C3O (stereo not drawn)	1.5	-18.7%	i	·	·	·	4.6%	-10.6%	i
C[C@@H]1COC(=O)[C@H](CC(=O)OC(C)(C)C)C/C=C\C[C@H](CC(=O)NCCO)C(=O)N1	-21.3	7.7%	i	1.9%	6.1%	-0.4%	0.4%	?	i
Cc1oc(-c2cccc(Cl)c2)nc1CS(=O)(=O)CC(=O)NCCN1CCOCC1	-1.2	6.6%	i	0.3%	-5.3%	0.4%	0.4%	8.3%	i
Cc1cc(CN2CCN(c3cccc(C)c3C)CC2)cs1	·	-26.5%	·	-1.2%	8.5%	·	0.5%	?	·
COc1ccc(N=C2SC(CC(=O)Nc3ccc(F)cc3)C(=O)N2Cc2ccco2)cc1 (stereo not drawn)	-8.2	-31.0%	i	-14.2%	?	-0.7%	3.7%	-2.6%	i
CCC(=O)N(CCc1ccccc1C)Cc1cc2ccc(C)cc2[nH]c1=O	-0.6	-4.4%	i	-9.4%	?	-10.4%	0.2%	5.0%	i
CN1C(=O)c2cccc3c(S(=O)(=O)N(C)C)ccc1c23	-1.4	-0.2%	i	?	-11.6%	-3.8%	0.3%[9.22 µM]	12.2%	·
O=C(NNC(=O)c1sc2ccccc2c1Cl)Nc1ccc(Cl)cc1	3.1	-22.0%	·	-0.8%	-12.8%	0.1%	0.3%	?	i
CCN(CC)CCOC(=O)c1ccc(NC(=O)CSc2nnc(-c3cccs3)n2CC)cc1	0.4	-5.7%	i	-1.1%	10.1%	·	-0.3%	-4.8%	i
Cc1cccc(NC(=O)c2sc(C)nc2C)c1	-1.7	-20.9%	i	-1.8%	14.7%	-2.2%	0.2%	-3.6%	i
COc1ccc(CNC(=O)CSc2n[nH]c(N)n2)cc1	-3.2	10.3%	i	6.3%	?	-4.1%	-0.1%	1.1%	i
Cc1ccc(Cl)cc1-c1cc(C(=O)NCc2cc(C(F)(F)F)cc(C(F)(F)F)c2)[nH]n1	-1.7	-49.8%	i	·	·	·	-1.1%	11.2µM*	?
O=C(NC1CCN(Cc2ccccc2)CC1)C1CCN(S(=O)(=O)c2ccc(Cl)cc2)CC1	-19.7	-14.9%	i	1.6%	?	-2.3%	0.8%	-1.0%	i
CCC(C)/C(C)=N/Nc1ccc(S(N)(=O)=O)cc1[N+](=O)[O-] (stereo not drawn)	1.3	-15.7%	i	-12.2%	?	-1.3%	-0.4%	-11.1%	?
CCN(C(=O)CSc1nnc(-c2ccc3c(c2)OCO3)o1)C1CCS(=O)(=O)C1 (stereo not drawn)	-1.7	-34.2%	i	-9.2%	-8.7%	1.2%	-0.6%	-12.7%	i
NC(=O)NOCc1ccccc1	-3.5	0.0%	i	0.7%	-7.7%	-1.5%	-0.5%	40.6%[activator]	i
CCCSc1nc(-c2ccc(OC)cc2)cc(-c2ccccc2OC)c1C#N	·	-29.6%	·	-0.9%	-15.4%	·	3.1%	?	i
CCN(CC(=O)Nc1c(F)cccc1F)C(=O)C1CCN(C(=O)c2ccc(F)cc2)CC1	-0.2	3.5%	i	6.1%	2.2%	2.5%	0.0%	-0.1%	i
CCOc1ccc(NCc2nc3ccccc3n2CCOc2ccc(C)cc2)cc1	·	-29.1%	·	-12.4%	6.2%[9.27 µM]	·	4.4%	?	?
CCN(Cc1ccncc1)Cc1ccc(OC)c(OC)c1	-0.2	4.9%	i	-1.8%	4.9%	-1.6%	-0.3%	5.8%	i
Cc1cc(Cl)ccc1NC(=S)NC1CCCC1	-6.0	1.9%	i	12.0%	0.5%	-0.2%	3.3%	-1.2%	i
CCc1sc(C(=O)N2CCN(C(=O)c3ccccc3)CC2)cc1C	-1.5	-26.0%	i	-1.4%	-23.1%	-3.6%	-0.5%	-14.0%	i
Nc1ccn([C@@H]2O[C@H](C(=O)N[C@H](CO)c3ccccc3)[C@@H](O)[C@H]2O)c(=O)n1	-1.8	-4.5%	i	·	·	·	0.0%	5.5%	i

In a second layout: results already given
Value order – CCT chaperon mod	HepG2 tox	Akt phos inh	A549 viability	Nrf2 block	Mm-Cpn inhibitor	Nrf2 activator	TGFb inhibitor	S2 tox
COc1ccc(OC)c(NC2=C(c3ccccc3)C(=O)c3ccccc32)c1
    ·	-19.8%	·	-18.6%	12.4%	·	-0.5%	-35.5%	·
COc1ccc(C2CC(c3cccs3)=Nc3ccccc3S2)cc1 (stereo not drawn)
    -1.1	-17.1%	i	9.6%	18.7%	-12.4%	17.0%	-2.2%	i
COc1ccc2cc1Oc1ccc(cc1)CC1c3c(cc(OC)c4c3Oc3cc5c(cc3O4)CCNC5C2)CCN1C (stereo not drawn)
    -1.6	-103.2%	i	?	?	-0.5%	-0.2%	10µM*	8.44µM*
CC(NC(=O)/C(C#N)=C/c1ccc(C(=O)O)cc1)c1ccccc1 (stereo not drawn)
    -0.9	0.6%	i	-10.9%	-25.0%	-1.7%	3.2%	6.1%	i
CCOc1ccc(CC(=O)Nc2c(C(=O)c3ccc(C)cc3)oc3ccccc23)cc1OCC
    ·	11.9%	·	-8.2%	?	·	-0.3%	14.4%	i
COc1ccc(C(=O)Oc2cccc(/C=N/NC(N)=S)c2)cc1
    1.2	-16.1%	i	4.8%	?	4.0%	9.6%	8.9%	i
Cc1ccc(-n2c(C)csc2=N)cc1
    -1.0	-0.9%	i	23.0%	·	1.1%	4.9%	-0.7%	i

(continued)
compound	CCT chaperon mod	HepG2 tox	Akt phos inh	A549 viability	Nrf2 block	Mm-Cpn inhibitor	Nrf2 activator	TGFb inhibitor	S2 tox
Cc1cccc(NC(=O)CCNS(=O)(=O)c2ccc(Cl)cc2)c1	-5.1	-15.5%	i	-2.0%	-17.5%	-0.1%	-0.5%	11.2%	i
Oc1ccc(CNc2ccccc2O)cc1	-0.5	-76.4%	i	-19.9%	3.2%	-2.8%	?	12.6µM*	i
CCCC(=O)N(c1ccc2oc3c(c2c1)CCCC3)S(=O)(=O)c1ccc(CC)cc1	·	-12.3%	·	1.5%	?	·	-1.6%	-8.9%	i
C/C(=N/NC(=O)c1ccncc1)c1cc2ccc(O)cc2oc1=O	1.5	-19.8%	i	-0.8%	-13.2%	-11.2%	0.1%	-1.0%	·
Oc1c(Cl)cc(Cl)cc1/C=N/NC(=S)NC1CC2C=CC1C2 (stereo not drawn)	-4.0	-64.2%	i	27.6%	?	-4.4%	3.4%	?	·
N#CC1(NC(=O)CSc2nc3ccccc3s2)CCCCC1	0.1	-24.3%	i	1.0%	11.6%	-1.5%	3.0%	-23.5%	i
CC[C@H](NC(=O)c1c(C)c(-c2ccccc2)nc2ccccc12)c1ccccc1	0.3	-15.6%	i	-2.7%	8.8%	-1.6%	-1.3%	-16.5%	i
CC(C)C[C@H]1CN(CCCC[C@@H]2CNC(=O)C(=O)N2CC2CCCCC2)C(=O)C(=O)N1CCc1ccccc1	3.0	·	i	·	·	·	-1.0%	·	i
CCOC(=O)N1CCC(c2cc(=O)n(-c3ccccc3)[nH]2)CC1	0.2	-23.5%	i	0.4%	-6.3%	-0.9%	-0.4%	-13.1%	i
COc1ccc2oc(C(=O)OCC(=O)N3CCCCC3)c(C)c2c1	-1.7	6.6%	i	2.3%	15.1%	-2.7%	2.1%	-4.5%	i
CCN(C(=O)COC(=O)c1oc2ccc(OC)cc2c1C)C1CCS(=O)(=O)C1 (stereo not drawn)	-2.3	-7.9%	i	3.3%	10.4%	-0.9%	0.3%	-17.8%	i
CC(C)C(NC(=O)c1cccnc1)C(=O)O (stereo not drawn)	1.9	-15.5%	i	0.5%	9.4%	-16.4%	-1.6%	13.3%	i

High-throughput results deposited in PubChem by National Center for Advancing Translational Sciences (NCATS).
